Screening data as filed in PubChem BioAssay.
HIF activator = HIF pathway transcriptional activation | U2OS HRE-luciferase reporter, luminescence; normalized: DMSO 0%, desferrioxamine 100% | AID 1910 | hit rate 0.32% among 300,000 | activation, % at 7.5 µM (by protocol);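 active = mean activation of at least 10% of the iron chelator positive control signal, with at least half of replicates also reaching 10%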
TRPC4 agonist = TRPC4 (mouse) channel activation | hit rate 0.49% among 310,000 | Q9QUQ5 | B-score at 10 µM | HEK293 TRPC4beta/mu-opioid, Fluo4 calcium fluorescence; stronger effect = higher value;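 active = B-score above 5 SD of library B-scores, and initial fluorescence ratio not above library mean plus 5 SD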;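 note: positive B-score marks a calcium rise read as TRPC4 activation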
Target sequence (Q9QUQ5 whole entry, looked up): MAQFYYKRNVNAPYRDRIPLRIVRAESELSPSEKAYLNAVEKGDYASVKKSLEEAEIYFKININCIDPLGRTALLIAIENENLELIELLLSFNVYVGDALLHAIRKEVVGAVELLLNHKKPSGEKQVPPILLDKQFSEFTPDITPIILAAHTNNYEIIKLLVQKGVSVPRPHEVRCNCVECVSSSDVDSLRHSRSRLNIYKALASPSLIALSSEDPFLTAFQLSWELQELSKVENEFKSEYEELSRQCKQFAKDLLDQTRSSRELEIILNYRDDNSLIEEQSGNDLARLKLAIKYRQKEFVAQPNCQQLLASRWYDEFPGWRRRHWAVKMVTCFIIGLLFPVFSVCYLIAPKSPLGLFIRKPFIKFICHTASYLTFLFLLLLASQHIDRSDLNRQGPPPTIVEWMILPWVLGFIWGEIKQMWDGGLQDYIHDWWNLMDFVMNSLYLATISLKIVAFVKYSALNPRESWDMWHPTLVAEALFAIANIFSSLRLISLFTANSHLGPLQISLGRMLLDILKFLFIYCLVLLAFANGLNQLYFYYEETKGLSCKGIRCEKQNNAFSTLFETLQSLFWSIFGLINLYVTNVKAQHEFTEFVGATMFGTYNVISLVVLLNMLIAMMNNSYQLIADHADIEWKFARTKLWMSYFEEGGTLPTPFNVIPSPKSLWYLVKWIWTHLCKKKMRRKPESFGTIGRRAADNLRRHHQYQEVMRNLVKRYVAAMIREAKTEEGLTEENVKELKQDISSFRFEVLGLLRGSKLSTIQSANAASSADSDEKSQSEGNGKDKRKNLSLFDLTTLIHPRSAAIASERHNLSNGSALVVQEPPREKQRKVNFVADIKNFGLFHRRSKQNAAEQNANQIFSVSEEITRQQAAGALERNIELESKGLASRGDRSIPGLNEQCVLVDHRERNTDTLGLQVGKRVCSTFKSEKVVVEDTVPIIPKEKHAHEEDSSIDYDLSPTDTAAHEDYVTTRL
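Material: HEK293 stable line with TRPC4beta plus mu-opioid receptor; technique: Fluo4 calcium-sensitive dye fluorescence, kinetic, 1 Hz baseline; timing: Fluo4 dye loading 45 min at room temperature, 110 s recording; controls: assay buffer as low control, maximal DAMGO as high control; read-out: integrated baseline-normalised fluorescence ratio, converted to per-well B score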
TRPC6 activator = activators of mouse TRPC6 channel; Q61143; HEK293-TRPC6 membrane potential dye fluorescence; stronger effect = higher value; B-score at 10 µM; hit rate 0.13% among 310,000; AID 2550;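 active = B-score of the integrated fluorescence ratio above library mean plus 3 SD, and starting fluorescence ratio within library mean plus 5 SD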;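 note: higher score means more depolarization so channel activation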
TRPC4 PAM = allosteric potentiators of mouse TRPC4 channel. B-score at 10 µM. hit rate 0.42% among 310,000. HEK293 TRPC4beta/mu-opioid, DAMGO EC20, Fluo-4 Ca2+ flux; stronger effect = higher value. Q9QUQ5. AID 2227;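 active = B-score of calcium response area above 5 SD of library B-scores, with initial fluorescence ratio within 5 SD of library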;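 note: B-score of integrated fluorescence ratio over time as area under calcium response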
MrgX1 agonist = activates human MrgX1 receptor signaling | MrgX1-HEK293 cells, Fluo-4 calcium fluorescence, agonist mode; stronger effect = higher value | hit rate 0.44% among 310,000 | B-score at 10 µM | Q96LB2;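 active = calcium response B-score plate-corrected fluorescence ratio at least 3 library SD, with starting fluorescence B-score inside 5 SD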
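Material – MrgX1-expressing HEK293 cells · Input – 15,000 cells seeded per well · Dosing – compound as first of three additions · Times – overnight seeding, then 1 h dark dye loading · Measured by – kinetic Fluo-4 NW fluorescence of intracellular calcium · Read-out – B-scored fluorescence response ratio · Benchmarks – positive and negative control wells on each plate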
MrgX1 PAM = allosterically activates human MrgX1 receptor signaling | AID 588675 | MrgX1-HEK293, Fluo-4 calcium flux, FDSS; stronger effect = higher value | Q96LB2 | hit rate 0.63% among 310,000 | B-score at 10 µM;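 active = plate-corrected calcium response at least 3 library SD above typical, normal starting fluorescence, not activating the receptor alone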;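 note: compound read alongside a low EC10 to EC30 dose of BAM8-22 agonist; peak minus trough fluorescence over baseline measured at the second addition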
TRPC6 inhibitor = inhibitors of mouse TRPC6 channel; Q61143; HEK293-TRPC6, membrane potential dye, ACh-evoked depolarization; stronger effect = lower value; B-score at 10 µM; hit rate 1.1% among 310,000; AID 2553;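 active = B-score under library mean minus 3 SD, initial fluorescence not abnormally high, positive integrated signal ratio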;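 note: B-score derived from integrated fluorescence ratio over the kinetic read; more negative B-score means stronger inhibition of depolarization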
PolyA inhibitor = yeast polyadenylation inhibition. S. cerevisiae SKY197-pL101 polyadenylation reporter, beta-gal luminescence; efflux-impaired pdr1/pdr3 knockout yeast; score 100 = 6 SD above DMSO. calls only at 12 µM. hit rate 0.02% among 300,000. AID 1875;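 active = lowest replicate activity score at least 50, where 100 means six control SD above control mean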;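 note: yeast exposed to compound for 9 h at 30 °C; higher score means more reporter readthrough which indicates perturbed polyadenylation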
MrgX1 antagonist = blocks BAM8-22 activation of human MrgX1 receptor. Q96LB2. MRGX1-HEK293 calcium flux, Fluo-4, BAM8-22 antagonism; stronger effect = lower value. B-score at 10 µM. hit rate 1.3% among 310,000;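 active = calcium-response B-score plate-corrected more than 3 library SD below zero, starting fluorescence within 5 deviations, no agonist response on first addition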;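 note: peak minus trough fluorescence over baseline after final BAM8-22 challenge near maximal dose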
TRPC4 inh = blocks the mouse TRPC4 cation channel. Q9QUQ5. HEK293 TRPC4beta/mu-opioid, DAMGO-evoked Fluo4 calcium flux; stronger effect = lower value. B-score at 10 µM. hit rate 0.39% among 300,000;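 active = B-score over 3 SD under the library average, no early fluorescence shift, positive overall ratio signal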
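Assay system: HEK293 cells with stable TRPC4beta plus mu-opioid receptor expression; Probe or stimulus: DAMGO in two steps, submaximal then maximal; Dosing: single-point compound dosing; Measured by: Fluo4 calcium-dye fluorescence, kinetic read; Read-out basis: B score from integrated Fluo4 fluorescence ratio.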
AI-2 QS mod = modulates the Vibrio harveyi AI-2 quorum sensing system | Vibrio harveyi JMH597 AI-2 luminescence/OD600 ratio, 9 h; stronger effect = lower value; strain lacks LuxN and CqsS sensors; 0 = neutral-control median | activity change, % at 7.5 µM | hit rate 0.4% among 300,000 | AID 2094; in the data active = activity change below about -75%, passing the limit was not always enough;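 note: luminescence divided by OD600 gain over 9 h not by final OD600 alone; inactives centre near 13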
* = called active by the depositor; i = inactive; nt = not tested or not shown. This is a subset. The share of hits here may be higher or lower than overall.

SMILES | HIF activator | TRPC4 agonist | TRPC6 activator | TRPC4 PAM | MrgX1 agonist | MrgX1 PAM | TRPC6 inhibitor | PolyA inhibitor | MrgX1 antagonist | TRPC4 inh | AI-2 QS mod
CC(C)(C)NC(=S)NCC1CC1 | -0.1 | i | i | i | i | i | i | i | i | i | 19
Cc1cccc(C(=O)NNC(=O)c2ccc(-c3ccccc3)cc2)c1 | 0.1 | i | i | i | i | i | i | i | i | i | 2
CC(=O)COc1ccc2c(-c3cccc([N+](=O)[O-])c3)cc(=O)oc2c1 | -0.4 | i | i | i | i | i | i | i | i | i | 4
CCn1nnnc1SCC(=O)NCc1ccc2c(c1)OCO2 | -0.3 | i | i | i | i | i | i | i | i | i | 3
CCOC(=O)C1=C(C)NC2=C(C(=O)CCC2)C1c1cc(OC)ccc1OC (configuration not stated) | -0.4 | i | i | i | i | i | i | i | i | i | 8
C[C@]12C=CC(=O)C=C1CC[C@@H]1[C@@H]2C(=O)C[C@@]2(C)[C@H]1CC[C@]2(O)C(=O)CO | 0.6 | i | i | i | i | i | i | i | i | i | 0
Cc1ccc(C2N(C)c3ccccc3-c3nc4ccccc4n32)o1 (configuration not stated) | -0.2 | i | i | i | i | i | i | i | i | i | 22
O=C(O)CSc1nnc(COc2cccc3cccnc23)n1-c1ccc(Cl)cc1 | -0.2 | i | i | i | i | i | i | i | i | i | 2
O=C(CSc1nc2ccccc2[nH]1)Nc1cccc(S(=O)(=O)N2CCOCC2)c1 | -0.1 | i | i | i | i | i | i | i | i | i | 15
Cc1cccc(NC(=O)C(=O)NCC2CCCN2S(=O)(=O)c2cccs2)c1C (configuration not stated) | -0.3 | i | i | i | i | i | i | i | -5.5* | i | 16
CCN(CC)CCN1C(=O)C(=O)/C(=C(/O)c2c(C)[nH]c(C(=O)OC)c2C)C1c1ccccc1OC (configuration not stated) | -0.1 | i | i | i | i | i | i | nt | i | i | 0
CN1C(=O)N(C)C2(c3ccccc3)Nn3c(s/c(=C/c4ccccc4)c3=O)=NC12c1ccccc1 (configuration not stated) | 0.2 | i | i | i | i | i | i | i | i | i | 6
CN(C)S(=O)(=O)c1ccc(N2CCCC2)c(C(=O)NCCc2ccc(F)cc2)c1 | -0.4 | i | i | i | i | i | i | i | i | i | 17
CCCNC(=O)C/C(C)=N/NC(=O)C(=O)Nc1ccccn1 | -0.2 | i | i | i | i | i | i | i | i | i | 19
CCN(CC)C(=O)CN(c1ccc(F)c(Cl)c1)S(C)(=O)=O | -0.2 | i | i | i | i | i | i | i | i | i | 9
Cc1ccc(C(=O)OCC(=O)NCCNC(=O)COC(=O)c2ccc(C)o2)o1 | -0.6 | i | i | i | i | i | i | i | i | i | 6
CC(C)(C)C(=O)CN1C(=O)NC2(CCc3ccccc32)C1=O (configuration not stated) | 0.5 | i | i | i | i | i | i | i | i | i | -2
Fc1ccc2nc(Nc3nc4cc5c(cc4s3)OCO5)sc2c1 | 3.6 | i | i | i | i | i | i | i | i | i | -2
O=C(Nc1ccccc1)N(Cc1ccc(Cl)cc1)CC(O)C(F)(F)F (configuration not stated) | 0.0 | i | i | i | i | 6.5* | i | i | i | i | 7
CCN(CC(=O)c1c(N)n(C)c(=O)n(C)c1=O)c1cccc2ccccc12 | -0.2 | i | i | i | i | i | i | i | i | i | 6
CCOc1cc(S(=O)(=O)N(CC)CC)ccc1Br | 0.1 | i | i | i | i | i | i | i | i | i | 23
COc1ccc(C2CC2C(=O)c2ccccn2)cc1 (configuration not stated) | 3.4 | i | i | i | i | i | i | i | i | i | -7
COc1ccc(Cl)cc1C(=O)Nn1c(C)nc2ccccc2c1=O | -0.2 | i | i | i | i | i | i | i | i | i | 0
CC(Oc1ccccc1)C(=O)N1CCN=C1SCc1ccccc1F (configuration not stated) | 0.0 | i | i | i | i | i | i | i | i | i | 36
O=C(CN1CCCCC1CO)c1ccc(OC(F)F)cc1 (configuration not stated) | 0.9 | i | i | i | i | i | i | nt | i | i | 11
Nc1c(C(=O)N2CCCC2)sc2nc(-c3ccccc3)ccc12 | 2.3 | i | i | i | i | i | i | i | i | i | 4
CCN(CC)c1ccc(/C=C/c2ccc3ccc(OC)cc3[n+]2CC)cc1 | 2.9 | i | i | i | i | i | i | i | -9.3* | i | 23
Cn1nc(C(=O)OCC(=O)Nc2sccc2C(N)=O)c2ccccc2c1=O | -0.2 | i | i | i | i | i | i | i | i | i | 9
COc1ccc(C2N(Cc3ccccc3)CCN2Cc2ccccc2)cc1[N+](=O)[O-] | -0.4 | i | i | i | i | i | i | i | i | i | 11
O=C(CNS(=O)(=O)c1cccs1)NCCc1ccc(Cl)cc1 | -0.2 | i | i | i | i | i | i | i | i | i | 20
Brc1ccc(-c2cn3nc4c(nc3n2)CCCC4)cc1 | -2.2 | i | i | i | i | i | i | i | i | i | 14
O=C(NNC(=O)c1ccccc1[N+](=O)[O-])c1ccccn1 | 0.0 | i | i | i | i | i | i | i | i | i | 5
O=C(Nc1ccc2oc(-c3ccccc3)nc2c1)C1CCCO1 (configuration not stated) | 2.1 | i | i | i | i | i | i | i | i | i | 40
Cc1ccc(NC(=O)N2CCCCC2)cc1NC(=O)N1CCCCC1 | 0.0 | i | i | i | i | i | i | i | i | i | 15
Nc1nnnn1/N=C/c1ccc(Cl)cc1 | 0.5 | i | i | i | i | i | i | i | i | i | 1
COc1ccc(OC)c(NC(=S)N2CCCC2)c1 | nt | i | i | i | i | i | i | nt | i | i | 45
CCOC(=O)C1CCCCN1S(=O)(=O)c1cc2c(cc1C)NC(=O)CO2 (configuration not stated) | 0.1 | i | i | i | i | i | i | i | i | i | 9
Cc1ccc(CNC(=O)C2=NNC(=O)CC2)cc1 | 0.3 | i | i | i | i | i | i | i | i | i | 21
O=C1C2C(c3ccccc3)CC=CC2[C@H](c2cccc([N+](=O)[O-])c2)N1Cc1ccccc1 (some centres not stated) | -0.6 | i | i | i | i | i | i | i | i | i | 38
COc1ccccc1CN1C(=O)[C@H]2Cc3c([nH]c4ccccc34)C(C)(C)N2C1=O | 0.0 | i | i | i | i | i | i | i | i | i | -4
O=C(CN(c1ccccc1)S(=O)(=O)c1ccccc1[N+](=O)[O-])N1CCCC1 | 0.0 | i | i | i | i | i | i | i | i | i | 15
C=CCc1ccc(OCCCNCc2ccccc2)c(OC)c1 | -0.6 | i | i | i | i | i | i | i | i | i | 21
CCCOC(=O)c1ccc(NC(=O)Cc2cccs2)cc1 | -0.1 | i | i | i | i | i | i | i | i | i | 22
CCOC(=O)C1CCN(CC(C)(C)NS(=O)(=O)c2ccccc2)CC1 | 0.0 | i | i | i | i | i | i | i | i | i | 5
CCn1c(SCC(=O)Nc2ccc3c(c2)OCCO3)nnc1C1CC1 | 0.1 | i | i | i | i | i | i | i | i | i | nt
CCOCCCn1c(SCC(=O)Nc2ccc(C(N)=O)cc2)nc2ccccc2c1=O | -0.3 | i | i | i | i | i | i | i | i | i | 22
CN1Cc2sc(NC(=S)NC(=O)c3ccccc3)c(C#N)c2CC1(C)C | -2.9 | i | 21* | i | i | i | -5.2* | i | i | i | 14
C=CCn1cc(CN2CCC(C(=O)Nc3ccc(Oc4cccnc4)cc3)CC2)c(C)n1 | -0.8 | i | i | i | i | i | i | i | i | i | 23
O=[N+]([O-])c1cc(Br)c(Nc2ccccc2)c([N+](=O)[O-])c1 | 1.0 | i | i | i | i | 6.6* | i | i | i | i | 26
O=C(NC1CC1)c1ccc(Cl)c(S(=O)(=O)N2CCOCC2)c1 | 0.7 | i | i | i | i | i | i | i | i | i | 27
C=CCNC(=S)NNC(=O)c1csc(CC)c1 | 2.0 | i | i | i | i | i | i | i | i | i | 32
CC(=O)c1ccc(NC(=O)CSc2nc(N3CCOCC3)nc(N3CCOCC3)n2)cc1 | 1.8 | i | i | i | i | i | i | i | i | i | 25
Cc1nnc(SCc2ccc(F)cc2)n1NC/C=C/c1ccccc1 | 0.4 | i | i | i | i | i | i | i | i | i | 18
COc1ccc(/C=N/Nc2nc(N3CCCC3)nc(N3CCCC3)n2)cc1O | 0.3 | i | i | i | i | i | -5.5* | i | i | i | 18
O=C(NC(=O)N1CCN(c2ccccc2)CC1)c1ccc(Cl)cc1 | 6.1 | i | i | i | i | i | i | i | i | i | 31
Cc1ccccc1-n1c([C@@H]2C[C@H]2c2ccccc2)n[nH]c1=S | -0.2 | i | i | i | i | i | i | i | i | i | -21
CCOC(=O)C(CSCC(=O)c1ccc(Cl)cc1Cl)NC(=O)OC(C)(C)C (configuration not stated) | -0.1 | i | i | i | i | i | i | i | i | i | 15
CC(=O)Nc1ccc(-c2csc(NC(=O)Cc3ccccc3F)n2)cc1 | 1.0 | i | i | i | i | i | i | i | i | i | 52
O=C(NCCN1C(=O)C2C3C=CC(C3)C2C1=O)Nc1ccccc1O (configuration not stated) | 0.6 | i | i | i | i | i | i | i | i | i | 10
Cc1cc2c3nonc3ccc2n1C | -0.4 | i | i | i | i | i | i | i | i | i | 8
CCC1CCCCN1CCCCOc1cccc(Cl)c1 (configuration not stated) | -1.6 | i | i | i | i | i | i | i | i | i | 25
N/C(=N\OC(=O)COc1ccc(Br)cc1)c1cccnc1 | 0.5 | i | i | i | i | i | i | i | i | i | -36
CCc1nnc(NC(=O)C2CCCCN2S(=O)(=O)c2ccccc2)s1 (configuration not stated) | 0.4 | i | i | i | i | i | i | i | i | i | 14
